ZTA DNA inh: counter-screen for EBNA-1 inhibitors: inhibitors of Epstein-Barr virus ZTA; AID 2234; 320,000 compounds, 0.15% hits; inhibition, % at 11 µM; ZTA-DNA binding, fluorescence polarization; P03206; in the data active means inhibition above about 33%
Target sequence (P03206 whole entry, looked up): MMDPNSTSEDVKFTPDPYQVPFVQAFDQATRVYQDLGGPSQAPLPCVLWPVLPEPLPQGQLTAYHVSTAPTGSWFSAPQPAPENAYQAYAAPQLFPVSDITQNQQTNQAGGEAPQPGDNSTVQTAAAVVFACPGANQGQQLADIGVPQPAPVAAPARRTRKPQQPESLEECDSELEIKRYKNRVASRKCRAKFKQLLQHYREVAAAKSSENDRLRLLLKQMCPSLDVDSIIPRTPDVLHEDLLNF
EBNA-1 inh: blocks EBNA-1 binding to DNA | inhibition, % at 14.8 µM | 300,000 compounds, 0.34% hits | EBNA-1 DNA binding, fluorescence polarization | AID 1950; in the data active means inhibition above about 28%
PREPL inhibitor: human PREPL enzyme inhibition | recombinant PREPL, fluorescence polarization activity-based probe | inhibition, % at 5.96 µM | Q4J6C6 | 320,000 compounds, 0.68% hits; in the data active means inhibition above about 43%;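 further: 0% = enzyme with DMSO and 100% = wells lacking enzyme; many of its hits are not listed in these tables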
Target sequence (Q4J6C6 whole entry, looked up): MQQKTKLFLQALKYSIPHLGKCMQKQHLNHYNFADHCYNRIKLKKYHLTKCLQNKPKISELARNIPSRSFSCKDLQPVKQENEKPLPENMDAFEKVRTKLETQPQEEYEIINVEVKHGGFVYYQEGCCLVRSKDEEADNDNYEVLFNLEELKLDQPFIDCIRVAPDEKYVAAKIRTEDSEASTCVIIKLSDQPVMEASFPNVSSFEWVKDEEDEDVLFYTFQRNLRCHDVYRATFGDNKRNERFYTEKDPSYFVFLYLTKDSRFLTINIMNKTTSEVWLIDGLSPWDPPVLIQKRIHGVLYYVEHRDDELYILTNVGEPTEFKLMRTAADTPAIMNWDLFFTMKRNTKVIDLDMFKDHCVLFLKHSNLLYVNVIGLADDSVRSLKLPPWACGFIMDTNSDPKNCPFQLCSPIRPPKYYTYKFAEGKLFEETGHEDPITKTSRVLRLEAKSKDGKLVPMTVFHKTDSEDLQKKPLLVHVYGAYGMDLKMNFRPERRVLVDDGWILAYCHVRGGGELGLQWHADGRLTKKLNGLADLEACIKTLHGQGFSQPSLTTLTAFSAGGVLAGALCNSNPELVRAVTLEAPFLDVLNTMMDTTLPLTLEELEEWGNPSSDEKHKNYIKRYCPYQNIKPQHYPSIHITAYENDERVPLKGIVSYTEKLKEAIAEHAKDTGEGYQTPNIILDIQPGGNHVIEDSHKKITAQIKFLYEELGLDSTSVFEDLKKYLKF
LYPLA1 inh: blocks human lysophospholipase 1, a PME1 counter-screen; O75608; recombinant LYPLA1, FP-Rh probe fluorescence polarization; inhibition, % at 5.9 µM; 320,000 compounds, 0.16% hits; AID 2174;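 active means inhibition above the mean of all tested compounds plus 3 SD, set per campaign, cut at about 14% in these data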;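 further: inhibitors block serine hydrolase probe labeling of LYPLA1 so polarization falls; 0% = enzyme with DMSO and 100% = wells lacking LYPLA1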
GSTO1 counter: blocks human GSTO1 in RBBP9 counter-screen. recombinant GSTO1, activity-based probe fluorescence polarization. inhibition, % at 5.96 µM. 300,000 compounds, 1.1% hits;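 active means inhibition above the campaign mean inhibition plus 3 SD, cut at about 35% in these data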;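 further: 0% = GSTO1-1 with DMSO and 100% = wells lacking GSTO1-1 enzyme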
LYPLA2 inh: LYPLA2 (human) inhibition in PME1 counter-screen | O95372 | recombinant LYPLA2, FP-Rh probe fluorescence polarization | inhibition, % at 5.9 µM | 320,000 compounds, 0.38% hits | AID 2177;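 active means inhibition above the screen-wide mean plus 3 SD, limit set per campaign, cut at about 26% in these data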;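 further: 0% = LYPLA2 with DMSO and 100% = wells lacking LYPLA2 enzyme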
PAFAH1B3 inh: inhibitors of human PAFAH1B3; Q15102; recombinant PAFAH1B3, FP-rhodamine probe, fluorescence polarization; inhibition, % at 3.39 µM; 340,000 compounds, 0.28% hits; AID 492972;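 active means inhibition above the screen-wide average of all tested compounds plus 3 SD, cut at about 25% in these data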;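 further: 0% = enzyme with DMSO only and 100% = wells lacking PAFAH1B3 protein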
PAFAH2 FP inh: inhibitors of human PAFAH2; inhibition, % at 3.39 µM; AID 492956; 340,000 compounds, 0.99% hits; Q99487; recombinant PAFAH2, FP-rhodamine activity probe, fluorescence polarization;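 active means inhibition above the mean over all tested compounds plus 3 SD, cut at about 30% in these data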;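 further: inhibitors block probe labeling of enzyme so polarization drops; 0% = enzyme with DMSO and 100% = wells lacking PAFAH2 protein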
PAD4 inh: blocks human protein arginine deiminase 4. inhibition, % at 6.36 µM. 330,000 compounds, 0.41% hits. AID 485272. recombinant PAD4, RCA probe fluorescence polarization;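 active means percent inhibition above a cutoff equal to the mean of all tested compounds plus 3 SD, cut at about 15% in these data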;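 further: 0% = PAD4 with RCA probe and DMSO and 100% = probe without PAD4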
Active calls of the source: *; / = not tested or not shown. Some of the compounds tested; count on the stated rates, not on these rows.

canonical_smiles	ZTA DNA inh	EBNA-1 inh	PREPL inhibitor	LYPLA1 inh	GSTO1 counter	LYPLA2 inh	PAFAH1B3 inh	PAFAH2 FP inh	PAD4 inh
O=C(NCCCN1CCOCC1)C1CCCN(S(=O)(=O)N2CCCCC2)C1 (stereo unspecified)	3	7	-4	7	1	5	0	1	0
O=[N+]([O-])c1ccc(C23CC4CC(CC(O)(C4)C2)C3)cc1	-16	-13	-1	2	4	-6	/	/	0
CCOc1ccc(C(=S)NC2CCCCC2)cc1	-15	0	9	-2	7	0	8	5	4
CC(=O)Nc1ccc(S(=O)(=O)N2CCN(CCCOc3ccccc3Cl)CC2)cc1	-6	2	10	-8	-2	-3	5	-3	-10
Cc1ccc(N(CC(=O)N2CCOCC2)S(=O)(=O)c2ccccc2)cc1	-17	-6	-2	3	-4	8	1	-7	1
CCOc1ccc(N(CC(=O)N/N=C/c2cc([N+](=O)[O-])ccc2Cl)S(C)(=O)=O)cc1	1	-7	3	-2	-15	-6	6	-6	9
COc1ccccc1-c1cc(C(=O)NC(C)C)no1	6	14	13	-1	5	7	-2	7	2
O=C(CNS(=O)(=O)c1ccccc1)Nc1ccc(F)cc1F	12	1	-6	0	7	2	8	-5	-2
O=C1C2C3C=CC(CC3)C2C(=O)N1c1cccc(Br)c1 (stereo unspecified)	-9	-11	12	-1	4	-1	9	-6	-4
O=C(COc1ccc(Cl)cc1)NCCCNC(=O)c1cnccn1	14	13	1	3	6	1	4	1	0
CCN(CC)S(=O)(=O)c1cc(NC(=O)CN2C(=O)NC(C)(c3ccccc3)C2=O)ccc1C (stereo unspecified)	-13	-3	3	2	-2	8	9	-10	10
O=C(NNC(=O)c1ccccn1)c1cccc([N+](=O)[O-])c1	2	9	0	-3	6	-1	10	4	-1
CCOc1cc(CNCC(C)C)cc(Cl)c1OCc1ccccc1	-8	-5	-21	1	5	-5	5	5	-2
COc1ccc(NC(=O)c2cc(-c3ccc(C)cc3)on2)cc1	1	5	21	2	4	2	4	-4	-1
COc1ccc(-n2c(SCC(=O)OC(C)C)nnc2-c2ccccn2)cc1	3	6	4	1	-6	3	4	1	1
CN(CC(=O)Nc1ccccc1C(=O)NC1CC1)Cc1ccco1	-1	/	0	-3	/	-7	6	-3	-4
COc1ccc(-c2noc(COc3ccc(Cl)c(C)c3)n2)cc1	5	-1	-2	-2	2	3	2	-2	4
COc1ccc(OCc2n[nH]c(=S)o2)cc1	11	8	-3	1	3	3	-2	-3	0
CCOc1ccc(C2Nc3ccccc3NC3=C2C(=O)CC(C)(C)C3)cc1OC (stereo unspecified)	11	0	-6	-1	3	0	8	2	8
CCOC(=O)C1CCN(C(=O)COC(=O)C2CCN(S(=O)(=O)c3ccc(C)c(C)c3)CC2)CC1	8	-13	-1	-2	2	1	6	10	-2

canonical_smiles	ZTA DNA inh	EBNA-1 inh	PREPL inhibitor	LYPLA1 inh	GSTO1 counter	LYPLA2 inh	PAFAH1B3 inh	PAFAH2 FP inh	PAD4 inh
CC1C(=O)Nc2ccccc2N1C(=O)c1ccc(O)cc1 (stereo unspecified)	2	-12	7	-2	4	0	2	-4	-3
O=C(CCc1nc2ccccc2c(=O)[nH]1)Nc1nnc(SCc2ccccc2)s1	4	-5	3	-2	4	7	-3	-1	-3
COC(=O)[C@H](C)[C@H]1C[C@]1(C)[C@H](NC(=O)OCc1ccccc1)c1ccccc1	1	6	-63	-3	0	2	15	4	2
COc1ccc(NC2CCCN(C(=O)CCN3Cc4ccccc4C3=O)C2)cc1 (stereo unspecified)	-5	10	11	-4	5	-3	1	0	-2
CC(NC(=S)NCc1ccccc1)C12CC3CC(CC(C3)C1)C2 (stereo unspecified)	7	5	-2	2	-9	3	5	7	2
COc1ccc(C2CC(c3ccc4ccccc4c3OC(C)=O)=NN2C(=O)/C=C/c2ccccc2)cc1 (stereo unspecified)	-11	0	-9	2	-2	-1	-8	-5	-4
Cc1c(C=Nc2ccc(S(=O)(=O)N(C)C)cc2)c(O)[nH]c(=O)c1C#N	-3	0	7	-2	-4	0	5	-3	0
O=C(N/N=C/c1ccsc1)c1ccc2c(c1)OCO2	0	/	1	3	/	4	5	3	4
CCOc1ccc(NC(=O)CN2CCN(C(=O)C3CCCO3)CC2)cc1 (stereo unspecified)	1	-1	2	2	-4	-2	-2	3	-2
Cn1c(=O)c(Sc2ccccc2)c(O)c2ccccc21	-5	1	7	2	6	1	0	6	5
Cc1ccccc1CC(=O)Nc1ccon1	8	4	8	2	2	1	11	5	4
C=CCOn1c(=O)c(-c2cccs2)[n+]([O-])c2ccccc21	-8	-17	12	-3	11	-8	9	5	-6
CSc1ncccc1C(=O)Nc1cccc(C)n1	-19	4	3	1	1	9	8	-6	1
Cc1cccc(C)c1NC(=S)Nc1c(C)n(C)n(-c2ccccc2)c1=O	-12	-6	8	0	-1	-4	13	5	4
C=CCN=C1SC(C)C(=O)N1S(=O)(=O)c1ccccc1 (stereo unspecified)	-9	7	8	3	14	7	13	4	3
COc1ccc(CNC(=O)CSCc2ccccc2Cl)cc1	-8	-3	-6	3	2	3	1	-2	-2
CCCCn1c(N)c(N(CC)C(=O)c2ccccc2C)c(=O)[nH]c1=O	-11	0	8	2	11	3	4	1	-1
CN(C)/C=C/C(=O)c1ccc(F)cc1	4	6	15	1	2	7	3	1	-4
CC(=O)N1c2ccc(S(=O)(=O)NCCC(=O)NCc3ccc(F)cc3)cc2CC1C (stereo unspecified)	4	2	-1	-3	7	2	-6	10	1
COc1ccc(CN2CC(=O)N(c3cc(Cl)ccc3OC)C2=S)cc1OC	19	6	8	0	11	1	2	1	-2

3 entries from above in a different format:
Fields – ZTA DNA inh | EBNA-1 inh | PREPL inhibitor | LYPLA1 inh | GSTO1 counter | LYPLA2 inh | PAFAH1B3 inh | PAFAH2 FP inh | PAD4 inh
COc1ccc(C2CC(c3ccc4ccccc4c3OC(C)=O)=NN2C(=O)/C=C/c2ccccc2)cc1 (stereo unspecified)
    -11 | 0 | -9 | 2 | -2 | -1 | -8 | -5 | -4
Cc1c(C=Nc2ccc(S(=O)(=O)N(C)C)cc2)c(O)[nH]c(=O)c1C#N
    -3 | 0 | 7 | -2 | -4 | 0 | 5 | -3 | 0
O=C(N/N=C/c1ccsc1)c1ccc2c(c1)OCO2
    0 | / | 1 | 3 | / | 4 | 5 | 3 | 4

The listing continues:
canonical_smiles	ZTA DNA inh	EBNA-1 inh	PREPL inhibitor	LYPLA1 inh	GSTO1 counter	LYPLA2 inh	PAFAH1B3 inh	PAFAH2 FP inh	PAD4 inh
CCSc1nnc(NC(=O)c2csc3c2CCCC3)s1	-1	13	1	-3	-8	-2	-2	-10	-1
CC(C)NCC(O)c1ccc(O)c(O)c1 (stereo unspecified)	-8	1	1	-1	9	5	11	5	-10
CN(C)C1(CNC(=O)C2CCN(S(=O)(=O)c3cccc(C(F)(F)F)c3)CC2)CCCCC1	11	3	9	-2	3	5	-2	0	2
CCN(CC)C(=O)c1[nH]cnc1C(=O)Nc1ccon1	2	/	1	0	/	2	-2	1	-3
O=C(NCc1ccncc1)/C(=N/O)c1ccccc1	16	8	1	1	-1	-1	4	-2	1
O=C(NCCc1ccccn1)c1ccc2nc(Cc3ccccc3F)oc2c1	6	-5	3	7	6	0	10	-5	1
COc1ccc(CN(CC2CCC(C(=O)O)CC2)C(=S)Nc2ccccc2OC)cc1 (stereo unspecified)	17	-3	5	-1	7	-7	12	-1	-3
CC1CCc2c(sc(NC(=O)c3ccc(-c4ccccc4[N+](=O)[O-])o3)c2C#N)C1 (stereo unspecified)	-6	2	13	-2	-1	3	6	3	-7
CC(=O)Nc1ccccc1Sc1ccccc1	0	-3	-2	0	-7	3	9	8	1
Cc1cc(C(=O)NCc2ccco2)on1	-1	-7	4	4	-3	9	14	11	1
COCCNC(=O)NC(=O)CN1C(=O)NC(Cc2c[nH]c3ccccc23)C1=O (stereo unspecified)	-8	-4	21	3	7	3	3	-6	-8
COc1ccc(-n2nc(C)cc2N)cc1	12	0	0	-5	-2	-1	2	4	0
O=C1CN(c2nc(-c3cccnc3)nc3sc4c(c23)CCCC4)CCN1	0	-1	32	1	-14	-5	2	-6	-6
O=C(COc1cccc(F)c1)Oc1ccc(C(=O)c2ccccc2)cc1	13	-11	1	0	4	-12	4	-10	-9
Cc1ccccc1Cn1cnc2c(NS(C)(=O)=O)c(C)c(C)cc21	-2	-15	5	-4	-3	-2	-5	8	1
COc1ccccc1CNC(=O)c1cc(-c2ccccc2)nn1Cc1cc(C)no1	-7	6	1	-7	-7	-14	0	-2	1
S=C(c1ccc2c(c1)OCO2)N1CCCC1	11	-7	13	1	9	-10	4	-3	-4
Cc1cc(C)nc(SCc2ccc(Br)cc2)n1	-25	4	4	1	8	3	14	7	-5
Cc1ccc(C(NC(=O)N2CC(C)OC(C)C2)C(Cl)Cl)cc1F (stereo unspecified)	-2	-5	-4	3	5	8	2	-2	-8
COc1ccc(C(=O)N2CCN(C(=O)c3ccncc3)CC2)cc1	2	7	-2	-2	-4	-6	-2	5	-1

canonical_smiles	ZTA DNA inh	EBNA-1 inh	PREPL inhibitor	LYPLA1 inh	GSTO1 counter	LYPLA2 inh	PAFAH1B3 inh	PAFAH2 FP inh	PAD4 inh
COc1ccc(NC(=O)CSc2nc3ccccc3c(=O)n2CCCN2CCC(C)CC2)c(OC)c1	-12	-5	12	4	5	1	-2	2	0
Cc1cccc(COc2ccc(/C=C3/C(=O)N(C)C(=S)N3C)cc2)c1	9	0	26	-2	9	-4	5	-1	-4
CC(Sc1nc2ccccc2c(=O)n1CC1CCCO1)C(=O)N(C)c1ccccc1 (stereo unspecified)	11	/	15	-1	/	1	-3	3	4
CCOC(=O)N1C(=O)[C@](CC)(c2ccccc2)N1C(=O)OCC	1	2	-3	0	8	5	7	3	-3
CC1CC(C)(C)NC(=S)N1CCC(=O)NCc1ccc(Cl)cc1 (stereo unspecified)	1	-3	3	3	0	4	-1	-6	2
Cn1c(=O)[nH]c(=O)c2c1nc(N1CCOCC1)n2CC(O)COc1ccc2ccccc2c1 (stereo unspecified)	-8	0	37	-1	3	-1	3	1	-6
CNC(=S)N1N=C(c2ccccc2)CC1c1ccccc1Cl (stereo unspecified)	2	-17	-5	-3	9	-5	11	1	-7
O=C1C2CC=C(Cl)CC2C(=O)N1CCc1c[nH]c2ccccc12 (stereo unspecified)	1	4	3	3	6	3	5	8	0
COc1ccc(N2CCN(S(=O)(=O)c3ccc(-c4cnc(C5CC5)o4)cc3)CC2)cc1	0	7	-17	2	-4	5	6	5	6
CCC1(c2ccc(F)cc2)NC(=O)N(CC(=O)Nc2cc(S(=O)(=O)N(C)C)ccc2Cl)C1=O (stereo unspecified)	4	7	7	1	-2	4	8	2	-3
O=c1cc(N2CCC3(CC2)OCCO3)[nH]c(=O)n1-c1ccc(Cl)cc1	-9	8	3	1	5	-2	12	-2	-6
Cc1cc(OCc2cc(C(=O)N3CCN(CC4CC4)CC3)no2)cc(C)c1Cl	-16	-4	-8	0	4	4	7	-10	-2
O=C(Nc1cccc(S(=O)(=O)N2CCCC2)c1)c1ccc2c(=O)n3c(nc2c1)CCCCC3	7	9	-9	-13	8	-12	4	-16	-4
Cc1cc(C)c2cc(C#N)c(N3CCCN(C(=O)c4cnccn4)CC3)nc2c1	-19	-4	9	-4	2	-1	4	-11	4
CCc1nc(CNC(=O)C2CCC(=O)N(CCc3cccc(F)c3)C2)no1 (stereo unspecified)	16	-9	11	3	2	0	2	3	-3
N#Cc1nc(Cc2cccc3ccccc23)oc1N1CCN(c2ccccc2)CC1	5	-8	-8	1	2	5	3	3	3
COCCn1c(N)c(Sc2ccccc2[N+](=O)[O-])c(=O)[nH]c1=O	-3	-2	22	-4	-4	-2	5	7	-1
CSc1nc(O)cc(=O)n1-c1ccc(F)cc1	19	12	3	-3	1	1	1	5	0

Bioassay records deposited in PubChem BioAssay by The Scripps Research Institute Molecular Screening Center.
